# BoNT A protease – BoNT A light chain protease inhibition; multiplex microsphere protease substrate cleavage, flow cytometry; inhibition, % at 10 µM; hit rate 0.17% among 360,000; AID 588499; also: plate controls were buffer without enzyme for full effect and enzyme alone for no effect
# SSB-PriA inh – blocks PriA binding to SSB C-terminal tail | inhibition, % at 33 µM | AlphaScreen SSBct-PriA binding, biotinylated peptide | hit rate 0.6% among 430,000 | AID 1272365; in the data active = inhibition mostly above about 37%, no sharp cut-off; inactive = mostly below about 20%;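 also: plate controls were negative control peptide for no effect and reference peptide for full effect; strong numbers were not always called active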
# Anthrax LF inh2 – anthrax lethal factor protease inhibition; AID 588501; P15917; inhibition, % at 10 µM; hit rate 0.12% among 360,000; multiplex microsphere protease cleavage assay, LF; also: plate controls were buffer without enzyme for full effect and enzyme alone for no effect
# Target sequence (P15917 whole entry, looked up): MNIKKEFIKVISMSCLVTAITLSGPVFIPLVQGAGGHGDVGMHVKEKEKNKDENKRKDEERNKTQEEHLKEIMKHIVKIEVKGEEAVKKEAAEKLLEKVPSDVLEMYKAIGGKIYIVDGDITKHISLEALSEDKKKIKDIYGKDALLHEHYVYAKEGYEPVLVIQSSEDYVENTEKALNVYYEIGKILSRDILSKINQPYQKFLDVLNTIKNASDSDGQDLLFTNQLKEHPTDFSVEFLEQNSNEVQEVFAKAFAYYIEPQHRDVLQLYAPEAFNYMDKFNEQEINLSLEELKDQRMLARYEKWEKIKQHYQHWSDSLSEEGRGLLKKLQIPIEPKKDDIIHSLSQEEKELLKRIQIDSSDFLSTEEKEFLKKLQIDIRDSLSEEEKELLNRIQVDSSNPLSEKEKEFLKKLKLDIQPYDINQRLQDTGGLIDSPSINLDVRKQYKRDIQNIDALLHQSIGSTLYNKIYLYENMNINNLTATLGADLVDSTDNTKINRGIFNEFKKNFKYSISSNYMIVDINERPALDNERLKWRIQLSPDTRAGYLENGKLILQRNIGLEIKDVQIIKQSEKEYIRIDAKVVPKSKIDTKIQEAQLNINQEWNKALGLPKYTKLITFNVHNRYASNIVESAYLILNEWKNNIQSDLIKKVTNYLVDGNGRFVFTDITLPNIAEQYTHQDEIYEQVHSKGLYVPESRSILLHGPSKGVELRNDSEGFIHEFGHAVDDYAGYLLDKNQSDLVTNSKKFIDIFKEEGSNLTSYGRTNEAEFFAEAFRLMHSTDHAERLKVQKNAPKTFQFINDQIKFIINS
# BoNT-F LC inh – inhibitors of Botulinum neurotoxin F light chain protease | hit rate 0.22% among 360,000 | Multiplex microsphere protease cleavage assay, flow cytometry | AID 588497 | inhibition, % at 10 µM; in the data active = inhibition above about 35%, passing the limit was not always enough; inconclusive = no clear call, values can overlap the other calls; also: plate controls were buffer without enzyme for full effect and enzyme alone for no effect
# DUSP3 inh – inhibitors of human VHR1 phosphatase (DUSP3). P51452. recombinant VHR phosphatase, pNPP absorbance. inhibition, % at 13.3 µM. hit rate 0.52% among 290,000; in the data active = inhibition above about 50%; also: some compounds called inactive have numbers as strong as hits
# Rv3671c inh – inhibitors of M. tuberculosis serine protease Rv3671c | hit rate 0.048% among 320,000 | P9WHR9 | inhibition, % at 5.96 µM; in the data active = inhibition above about 38%;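 also: extracellular domain of Rv3671c used as enzyme; 0% = enzyme with DMSO and 100% = no enzyme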
# 3CLpro inhibitor – SARS-CoV 3CLpro protease inhibition. P0C6X7. recombinant SARS-CoV 3CLpro, quenched FRET peptide cleavage. inhibition, % at 6 µM. hit rate 0.14% among 290,000; in the data active = inhibition above about 12%
# MazF activator – increases E. coli MazEF RNase cleavage of RNA; FAM/BHQ RNA-DNA oligo cleavage fluorescence, 5 h; activation, % at 20 µM; hit rate 0.32% among 350,000; AID 504720; in the data active = activation above about 50%
# Target sequence (P0AE70 whole entry, looked up): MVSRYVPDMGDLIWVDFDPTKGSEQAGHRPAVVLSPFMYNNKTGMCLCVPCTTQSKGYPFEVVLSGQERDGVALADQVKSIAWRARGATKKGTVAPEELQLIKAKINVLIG
# CCHFV vOTU inh – blocks the CCHF virus ovarian tumor domain protease; inhibition, % at 11.5 µM; hit rate 0.55% among 370,000; CCHFV vOTU protease, Pep-AMC fluorescence; AID 651958; in the data active = inhibition above about 30%; also: 0% = vehicle wells with enzyme and 100% = no enzyme wells
# PrPC surface inh – cell surface PrPC inhibition, primary TR-FRET screen | TR-FRET read-out | inhibition, % at 13.8 µM | hit rate 0.43% among 370,000; in the data active = inhibition above about 24%; also: 0% = median of the test wells and 100% = reference compound wells
# * = called active by the depositor; ? = inconclusive; · = no result given. Rule as the data show it, unless noted: active = inhibition above about 30%; inconclusive = no clear call, values can overlap the other calls; inactive = below that. This is a subset; count on the stated rates, not on these rows.
SMILES	BoNT A protease	SSB-PriA inh	Anthrax LF inh2	BoNT-F LC inh	DUSP3 inh	Rv3671c inh	3CLpro inhibitor	MazF activator	CCHFV vOTU inh	PrPC surface inh
COc1cc([N+](=O)[O-])c(C)cc1NC(=O)c1ccc(OC)c(OC)c1	0.1	·	-4.4	2.2	·	·	·	-2.4	-6.7	-1.8
O=[N+]([O-])c1cccc(-c2ccc(/C=N/NC(=S)Nc3ccccc3)o2)c1	-0.5	·	-17.2	-16.4	14.7	22.5	0.0	11.3	1.9	-9.5
CC(=O)c1cccc(NC(=O)c2ccc(C)c(S(=O)(=O)N3CCOCC3)c2)c1	-4.0	-13.5	8.5	-2.4	17.1	1.5	-6.5	2.0	9.2	-5.0
O=C1CCc2cc(S(=O)(=O)Nc3cccc(F)c3)cc3c2N1CC3	3.1	-9.9	-1.1	-11.6	·	0.5	·	5.6	6.3	0.2
O=C(COC(=O)c1ccccn1)Nc1cccc(Cl)c1Cl	-0.7	12.6	0.8	-4.7	21.4	-4.0	-1.1	3.9	-10.2	-3.4
Cc1ccc(S(=O)(=O)N2CCN(CC(=O)N/N=C\c3ccc(O)c(O)c3)CC2)cc1	0.2	·	-5.3	4.2	8.4	0.3	1.4	5.4	-9.0	-6.0
COc1cc(C(=O)OCC(=O)NCC2CCCCC2)ccc1OCC(C)C	-2.3	-11.5	-1.2	-8.6	·	-3.0	·	-2.0	5.7	-5.2
CCOC(=O)c1ccc(Nc2cc(C)nc(N3CCOCC3)n2)cc1	0.3	-15.4	-0.6	-9.8	31.1	1.0	2.0	7.3	23.0	1.5
CCCCC(=O)NC(=S)NNS(=O)(=O)c1ccccc1	-0.3	-8.5	0.2	-1.8	25.3	-19.1	2.1	2.3	·	·
O=C(CCN1C(=O)/C(=C/c2ccc(F)cc2)SC1=S)NC1C=CS(=O)(=O)C1 (centres undefined)	-1.1	-5.1	-1.9	3.0	-14.4	-4.0	0.5	-0.4	5.8	-0.8
CC(C)CN(CCOc1cccc(N2C(=O)C3=C(CCCC3)C2=O)c1)CC(C)C	0.5	-23.4	-1.0	2.2	-1.8	-2.7	4.2	-0.3	11.6	4.4
COc1ccc(-c2nn(C)c(=O)c3ccccc23)cc1NC(=O)Cn1nc(C)c2ccccc2c1=O	0.3	-0.8	2.6	0.1	-1.4	-23.4	0.4	11.9	-8.9	-3.6
O=S(=O)(Cc1cc(Cl)nc(-c2cccnc2)n1)c1ccccc1	0.0	-13.0	-4.0	-12.5	-2.1	-15.0	6.1	-0.1	·	·
CC(=O)N1CCSc2ccc(S(=O)(=O)NCCc3cccc(C)c3)cc21	0.7	-6.6	4.1	3.3	39.4	5.3	6.7	3.4	5.0	12.8
O=C(COC(=O)CCNS(=O)(=O)c1ccc2c(c1)OCCO2)NC1CCCc2ccccc21 (centres undefined)	1.3	-12.5	2.4	-1.0	8.1	3.2	1.7	1.7	7.5	0.1
COc1ccc(/C=N/Nc2nc(C)cc(-c3ccccc3)n2)cc1OC	3.1	·	18.9	2.2	13.4	1.8	-4.3	11.2	13.9	-7.9
CN1C[C@@H](CO)O[C@@H](n2cnc3c(N4CCOCC4)ncnc32)C1	-0.3	·	-3.6	-3.6	·	·	·	·	-3.1	-4.7
CNC(=O)CSc1nnc(NC(=O)C2CC(=O)N(c3ccccc3OC)C2)s1 (centres undefined)	0.0	-2.2	-4.7	0.9	-17.1	4.0	-1.3	1.2	-1.8	5.1
CCN(CC)CC#CCC(O)(c1ccccc1)c1ccccc1	0.0	-1.6	-0.1	-1.8	13.9	5.2	6.8	-8.5	2.3	-11.5
NC(=O)Cc1cn(-c2ncc(C(F)(F)F)cc2Cl)c2ccccc12	-0.4	2.7	-0.4	-3.2	-10.4	-6.7	-1.0	-3.5	6.0	-3.3
O=C(Nc1ccc(OCCO)cc1)c1csc([C@H]2C[C@H](O)[C@@H](CO)O2)n1	-0.7	·	10.8	4.4	·	·	·	·	-1.6	-5.9
Cc1ccc(NC(=O)Nc2cccs2)nc1	0.1	-4.1	0.1	3.7	0.3	-3.8	-1.9	3.3	8.8	4.3
CN(C1CCCCC1)S(=O)(=O)c1ccc(NC(=O)c2ccc(Br)o2)cc1	-4.3	4.6	-4.6	-82.3	34.4	-45.2	-6.4	6.7	15.1	10.8
Nc1nc(SCC(=O)Nc2c(Br)cc([N+](=O)[O-])cc2Br)n[nH]1	-0.4	-10.6	-0.3	-3.1	-6.9	0.4	-4.4	3.3	-8.3	-33.4

# Compounds from the list above with an aryl thioether with sulfur outside any ring (2):
SMILES	BoNT A protease	SSB-PriA inh	Anthrax LF inh2	BoNT-F LC inh	DUSP3 inh	Rv3671c inh	3CLpro inhibitor	MazF activator	CCHFV vOTU inh	PrPC surface inh
CNC(=O)CSc1nnc(NC(=O)C2CC(=O)N(c3ccccc3OC)C2)s1 (centres undefined)	0.0	-2.2	-4.7	0.9	-17.1	4.0	-1.3	1.2	-1.8	5.1
Nc1nc(SCC(=O)Nc2c(Br)cc([N+](=O)[O-])cc2Br)n[nH]1	-0.4	-10.6	-0.3	-3.1	-6.9	0.4	-4.4	3.3	-8.3	-33.4

# The results go on:
SMILES	BoNT A protease	SSB-PriA inh	Anthrax LF inh2	BoNT-F LC inh	DUSP3 inh	Rv3671c inh	3CLpro inhibitor	MazF activator	CCHFV vOTU inh	PrPC surface inh
COc1cc(C2NC(=O)C(C#N)=C(S)N2c2ccc(C)cc2)ccc1OC(C)C (centres undefined)	0.7	-1.7	-2.6	3.5	-22.1	4.8	1.9	5.0	5.8	2.5
Cc1ccc(CSCC(=O)NCc2ccc(F)cc2)cc1	-0.4	-1.1	-5.8	-4.8	20.7	7.9	-0.8	6.6	-7.9	0.0
CCCCOC(=O)Oc1ccc2c(=O)c(Oc3cc(C)cc(C)c3)coc2c1	0.6	-2.4	2.3	-4.3	1.3	-6.6	0.5	-2.9	4.9	5.8
COc1ccc(/C=N/Nc2nnc(Cc3ccc(OC)c(OC)c3)c(=O)[nH]2)cc1OC	-0.7	·	-1.5	-7.4	-3.6	-8.0	3.1	4.7	7.7	9.4
COc1cc(Cn2nnc3ccccc32)ccc1O	-4.4	-8.3	-0.6	?	-1.9	-1.3	6.2	-0.1	-10.6	-0.1
CCCCCCN1C[C@@H](O)[C@H](n2cc(-c3ccc(F)cc3)nn2)C[C@@H]1c1ccccc1	-0.2	·	-5.8	3.0	·	·	·	2.0	6.1	-10.2
Cc1ccc(Cl)cc1N1CCN(C(=O)CNC(=O)c2ccc(Br)o2)CC1	1.1	5.5	6.0	14.3	·	-6.6	·	-0.3	13.5	-4.8
C/C(=N\Nc1ccc2nncn2n1)c1ccco1	-0.6	·	-5.4	-0.6	34.2	11.2	0.9	3.0	-1.6	3.6
Nc1nc(NC(=O)c2ccco2)nn1-c1ccccc1	0.2	-15.4	2.8	-0.8	2.8	0.3	1.0	6.8	-33.3	1.2
O=C(NC1CCCC1)C1c2ccccc2OCC(=O)N1CC(F)(F)F (centres undefined)	0.1	·	-5.5	9.8	·	·	·	·	2.9	1.7
CCOC(=O)Nc1ccc2c(c1)N(C(=O)CCN1CCOCC1)c1ccccc1S2=O (centres undefined)	-0.8	·	12.6	-4.3	0.2	-8.4	3.6	3.2	-0.5	-3.9
Cc1ccc(S(=O)(=O)NC(=O)Cn2nnc(-c3ccccc3)c2COc2ccc3ccccc3c2)cc1	-0.1	·	-4.1	-13.0	·	·	·	·	33.7*	-6.1
COc1cccc(CN(C)CC(=O)Nc2cc(S(=O)(=O)N3CCCC3)ccc2Cl)c1OC	-2.0	42.1*	-1.4	6.0	·	·	·	1.0	7.0	0.3
O=C(CSc1nccn1-c1ccc(Cl)cc1)N1CCCc2ccccc21	-0.5	55.8*	-1.9	-2.5	-32.9	4.9	3.2	2.9	-4.3	9.7
COC(=O)C1CCN(C(=O)CSc2nnc(-c3ccccc3)o2)CC1	-2.4	-7.1	1.1	-18.9	·	6.1	·	3.4	-4.0	6.1
CN(C)CCn1c(SCc2ccccc2C#N)nc2c(sc3ccccc32)c1=O	-3.6	-7.0	-13.5	-7.9	13.9	-4.0	-1.4	12.2	-66.0	-5.0
Cc1ccc(S(=O)(=O)N(C)c2ccc(OCC(=O)Nc3nnc(C4CC4)s3)cc2)cc1	-0.2	2.9	-4.4	-3.2	-4.0	·	6.9	-2.2	11.2	14.4
O=C(N/N=C/c1ccccn1)c1ccc([N+](=O)[O-])cc1Cl	-3.0	·	-7.2	-1.1	5.8	6.0	0.4	12.0	4.2	-24.6
COc1ccc(C=C(C#N)C(=O)c2ccccc2)cc1	0.1	·	-5.2	1.0	·	·	·	·	6.4	-1.8
O=C1CCC(/C=C/c2ccccc2)=NN1	-1.5	-4.0	0.3	-5.6	1.1	-2.9	3.7	0.0	16.1	-4.9
Cc1ccc(NC(=O)CNC(=O)CC23CC4CC(CC(C4)C2)C3)c(O)c1	-1.1	-12.4	-6.4	-10.1	·	5.2	·	2.0	1.2	5.9
CCOc1ccc(N(CC(=O)Nc2cccnc2)S(=O)(=O)c2ccc(C)cc2)cc1	·	4.8	·	·	·	5.8	·	-2.7	13.0	2.7
CCN(CC(=O)c1c(N)n(C)c(=O)n(C)c1=O)c1cccc2ccccc12	0.1	-3.9	-4.5	-5.8	-15.3	-2.5	-0.9	15.9	82.3*	-9.7
S=C(NCc1ccc(Cl)cc1)Nc1ccncc1	9.8	3.1	2.9	20.7	10.5	9.6	-4.7	0.0	27.3	12.7
Cc1c(NC(=O)COC(=O)c2cccc(F)c2)c(=O)n(-c2ccccc2)n1C	-0.1	·	-5.7	0.4	·	·	·	4.5	0.5	-5.7
CCn1c(C)nnc1SCC(=O)NC1CCCCCC1	0.2	-3.8	-1.9	7.2	6.5	-0.7	1.0	4.3	-1.5	3.4
N#Cc1c(N)nc(Sc2ccc(Cl)cc2)c(C#N)c1-c1ccccc1Cl	-0.2	-15.9	1.0	1.5	7.7	7.0	2.5	-4.3	4.7	-7.9
CCCCCOC(=O)CSc1nnc(-c2ccccc2)c(=O)[nH]1	1.0	-19.9	2.9	3.6	23.5	-4.6	-1.4	-4.7	10.2	-0.3
COCCN=c1scc(-c2cccs2)n1/N=C(\C)c1ccco1	0.4	·	-2.2	-8.5	6.9	3.3	4.9	-23.5	8.3	-8.4
O=C(NCCc1ccccn1)c1cc(-c2ccc(Cl)c(Cl)c2Cl)nc2ccccc12	-2.7	-10.8	-2.3	-19.9	2.6	-10.1	4.7	1.9	-3.2	-6.2
CN1CCN(c2ccc(NC(=O)c3cc(Cl)c4c(c3)OCCO4)cc2)CC1	7.3	-6.9	-4.4	-0.9	·	·	·	5.2	-4.3	-7.1
CC(C)OC(=O)c1ccc(NC(=O)c2cncc(Br)c2)cc1	-0.6	-21.0	-2.0	-3.5	14.9	-4.5	6.9	1.1	3.1	7.4
Cc1cc(Cl)ccc1OCC(=O)N(Cc1cccs1)C1CCS(=O)(=O)C1 (centres undefined)	-0.1	-4.2	-3.4	-1.9	-12.4	-0.9	0.1	-8.8	3.0	-5.0
CCOC(=O)C1CN(S(=O)(=O)c2ccccc2)CCN1S(=O)(=O)c1ccccc1 (centres undefined)	0.8	-13.7	1.4	6.7	-17.1	-2.9	1.8	7.6	-0.2	4.1
CN(CCC1CCOCC1)C(=O)CC1C(=O)NCCN1CC1CCCCC1 (centres undefined)	0.7	6.6	0.6	3.2	-4.8	-13.8	-1.8	-4.8	3.4	1.9
CCOP(=O)(OCC)C(Nc1ccc(C)cc1)c1ccco1 (centres undefined)	0.5	-6.6	-1.3	-9.1	12.0	-1.4	-0.5	6.3	-3.1	7.5
CCN(c1ccccc1)S(=O)(=O)c1ccc(OCC(F)(F)F)c(NC(=O)c2ccc(=O)[nH]c2)c1	-0.4	2.5	-10.8	-9.0	·	·	·	-7.7	10.3	-0.9
O=C(CN1C(=O)COc2ccccc21)N1CCCc2ccccc21	-7.3	-4.6	-0.4	-7.2	-0.8	0.1	3.6	-5.8	·	·
